Screens from PubChem.
PLC-gamma1 inh = PLC-gamma1 (human) inhibition, primary screen; purified PLC-gamma1, fluorogenic substrate, fluorescence; inhibition, % at 12.2 µM; P19174; 0.84% of 370,000 active; in the data active means inhibition above about 9.5%
Target sequence (P19174 whole entry, looked up): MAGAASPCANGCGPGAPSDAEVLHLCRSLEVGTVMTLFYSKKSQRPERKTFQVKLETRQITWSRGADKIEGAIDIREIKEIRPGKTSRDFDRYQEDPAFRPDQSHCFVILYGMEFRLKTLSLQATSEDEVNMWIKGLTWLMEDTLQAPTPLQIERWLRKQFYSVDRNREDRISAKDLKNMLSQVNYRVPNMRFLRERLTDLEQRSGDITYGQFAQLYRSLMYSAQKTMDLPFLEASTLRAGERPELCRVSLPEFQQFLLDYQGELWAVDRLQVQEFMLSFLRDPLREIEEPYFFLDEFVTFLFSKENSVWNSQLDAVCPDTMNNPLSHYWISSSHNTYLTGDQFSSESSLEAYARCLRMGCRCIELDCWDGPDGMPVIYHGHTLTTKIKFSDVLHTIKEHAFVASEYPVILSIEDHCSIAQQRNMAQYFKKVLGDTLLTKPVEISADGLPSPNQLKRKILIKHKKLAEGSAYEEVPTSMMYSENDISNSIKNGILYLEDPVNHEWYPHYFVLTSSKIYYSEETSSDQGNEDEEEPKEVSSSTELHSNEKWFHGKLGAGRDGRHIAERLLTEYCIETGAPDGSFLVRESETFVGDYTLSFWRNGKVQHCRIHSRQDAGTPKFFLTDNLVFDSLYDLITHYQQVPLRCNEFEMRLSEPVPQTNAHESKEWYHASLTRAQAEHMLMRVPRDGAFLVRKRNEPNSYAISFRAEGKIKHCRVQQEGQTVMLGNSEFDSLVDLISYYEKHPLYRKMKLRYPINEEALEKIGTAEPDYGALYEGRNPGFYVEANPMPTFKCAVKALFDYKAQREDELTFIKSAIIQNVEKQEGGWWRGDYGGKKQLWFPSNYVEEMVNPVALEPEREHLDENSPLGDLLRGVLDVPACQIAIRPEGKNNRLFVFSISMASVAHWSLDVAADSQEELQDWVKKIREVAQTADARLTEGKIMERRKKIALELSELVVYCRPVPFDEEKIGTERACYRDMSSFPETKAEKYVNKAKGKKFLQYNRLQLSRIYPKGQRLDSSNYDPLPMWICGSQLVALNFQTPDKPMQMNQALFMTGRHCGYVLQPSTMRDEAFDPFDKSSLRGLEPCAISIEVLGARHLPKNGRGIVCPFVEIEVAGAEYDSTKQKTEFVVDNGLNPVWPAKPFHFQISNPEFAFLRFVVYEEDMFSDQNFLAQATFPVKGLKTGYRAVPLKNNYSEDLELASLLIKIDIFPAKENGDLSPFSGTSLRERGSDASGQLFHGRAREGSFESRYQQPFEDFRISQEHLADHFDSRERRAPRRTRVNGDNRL
ADAM10 inh = ADAM10 inhibition, QFRET primary screen; O14672; recombinant ADAM10, EDANS/DABCYL FRET peptide cleavage, 3 h; inhibition, % at 7 µM; 0.62% of 370,000 active; AID 720582;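 active means inhibition above a per-campaign cutoff equal to the mean of compounds falling between control-based bounds plus 3 SD, cut at about 20% in these data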;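 further: 0% = DMSO wells while the 100% control is not disclosed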
ARFGAP1 inhibitor = rat ARFGAP1 inhibition; Q62848; inhibition, % at 16.5 µM; 0.26% of 360,000 active; Arfgap1-stimulated ARF1 GTP hydrolysis, GDP FP detection;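 active means inhibition above a per-plate limit, mean inhibition of low control wells plus 3 SD, cut at about 25% in these data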;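 further: 0% = DMSO wells with enzyme and 100% = wells lacking Arfgap1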
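Repeats: one replicate per compound; assay system: rat Arfgap1 catalytic domain, aa 1-136; times: enzyme reaction 120 min at 25 °C after 20 min preincubation; detection: FP of antibody-bound GDP Alexa 633 tracer, ex 620/em 688 nm; benchmarks: high control wells lacking Arfgap1, low control full reaction with DMSO; reagent: human ARF1(Δ1-17)-GTP substrate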
proKLK7 act = activates the human kallikrein-7 zymogen; purified proKLK7, EDANS-DABCYL substrate fluorescence; 100% is mature enzyme control, 0% vehicle; P49862; activation, % at 7 µM; 0.9% of 370,000 active;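 active means activation above the mean of all tested compounds plus 3 SD, computed per campaign excluding outliers beyond control limits, cut at about 13% in these data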
DDE Tn7 FP inh = disrupts Tn7 cyclic peptide binding to fibrin D-Dimer-E complex; 0.13% of 370,000 active; inhibition, % at 8.3 µM; FP displacement of FITC-Tn7 peptide from fibrin DD(E); 0% = median of compound wells per plate;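 active means inhibition above the mean of compounds falling within the control limits plus 3 SD of them, cut at about 14% in these data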;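 further: 0% = plate median of compound wells and 100% = 10 µM Aha-Tn7 peptide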
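Assay system: human fibrin DD(E) protein / Input: 2 µM fibrin DD(E) / Benchmarks: high control of 10 µM Aha-Tn7 peptide / Measured by: fluorescence polarization of the labelled Tn7 tracer / Medium: Tris buffer with calcium and detergent, pH 7.8 / Timing: 10 min compound pre-incubation, 3 h probe incubation at room temperature / Repeats: one replicate per compound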
LEDGF integ inh = blocks HIV-1 LEDGF/p75-dependent DNA integration; TR-FRET IN-LEDGF/p75 DNA integration, Eu/Cy5; inhibition, % at 3.7 µM; 0.64% of 370,000 active; AID 743269;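 active means inhibition above the screen-wide mean plus 3 SD, cut at about 13% in these data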;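 further: signal is the Cy5 over europium emission ratio at 671 and 618 nm; 0% = plate median of compound wells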
ADAM17 inh = inhibitors of human ADAM17; recombinant ADAM17, EDANS/DABCYL FRET peptide cleavage; AID 720648; P78536; inhibition, % at 6.95 µM; 0.83% of 370,000 active;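 active means inhibition above the mean of compounds lying between control limits plus 3 SD, set per campaign, cut at about 8.5% in these data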;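 further: 0% = DMSO-only wells as the low control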
ASAP1 inh = blocks human ASAP1-stimulated Arf1 GTP hydrolysis. Q9ULH1. GDP FP detection. inhibition, % at 16.5 µM. 0.19% of 360,000 active; in the data active means inhibition above about 25%;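 further: 0% = vehicle with enzyme and substrate and 100% = no enzyme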
TDP2 inh = TDP2 (human) inhibition, absorbance primary screen; O95551; inhibition, % at 12.8 µM; AID 720702; recombinant TDP2, T5PNP hydrolysis, p-nitrophenol absorbance 415 nm; 0.34% of 370,000 active;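 active means inhibition above the mean of all tested compounds plus 3 SD, set per campaign, cut at about 25% in these data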;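 further: 0% = DMSO with enzyme and 100% = buffer with substrate but no TDP2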
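Test system: human TDP2 enzyme; Input: 120 nM TDP2 per well; Buffer or medium: Mg2+-containing Tris-HCl buffer, pH 7.5; Reagent: 5 mM T5PNP; Dosing: 12.8 µM single point, 1% DMSO; Incubation: reaction 2 h, 37 °C; Detection: p-Nitrophenol epi absorbance; Read-out: % inhibition relative to enzyme-containing and enzyme-free wells; Replicates: single well per compound.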
Tn6 DDE FP = DD(E)-Tn6 binding inhibition, primary FP screen; P02675; Fibrin DD(E) TRITC-Tn6 fluorescence polarization displacement; inhibition, % at 8.3 µM; 0.21% of 370,000 active; AID 720509;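 active means inhibition above a per-campaign cutoff: mean of compounds within control limits plus 3 SD, cut at about 15% in these data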;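 further: 0% = median of all compound wells on the plate and 100% = blocking peptide control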
* = called active by the depositor.

`CC(C)C(NC(=O)CN1C(=O)c2cccc3cccc1c23)C(C)C` gave PLC-gamma1 inh -223, ADAM10 inh -41, ARFGAP1 inhibitor -6, proKLK7 act 8.5, DDE Tn7 FP inh -4, LEDGF integ inh -7, ADAM17 inh -19, ASAP1 inh -15, TDP2 inh 10 and Tn6 DDE FP 6.
`O=C(O)C(=O)/C(=C\c1ccc(Cl)cc1)c1ccc2ccccc2n1` gave PLC-gamma1 inh -24, ADAM10 inh -31, ARFGAP1 inhibitor -8, proKLK7 act -3.6, DDE Tn7 FP inh 7, LEDGF integ inh -2, ADAM17 inh -17, ASAP1 inh 0, TDP2 inh 2 and Tn6 DDE FP 5.
Screening COc1ccc(-c2noc(-c3ccccc3C(=O)NCc3ccco3)n2)cc1 returned PLC-gamma1 inh 0, ADAM10 inh 8, ARFGAP1 inhibitor -3, proKLK7 act 0.9, DDE Tn7 FP inh -4, LEDGF integ inh 3, ADAM17 inh 4, ASAP1 inh 11, TDP2 inh -4 and Tn6 DDE FP -5.
For CCOc1ccccc1NC(=O)CN1C(=O)C(=O)N(Cc2ccco2)C1=O the results were PLC-gamma1 inh -2, ADAM10 inh -2, ARFGAP1 inhibitor -1, proKLK7 act -0.3, DDE Tn7 FP inh 2, LEDGF integ inh 0, ADAM17 inh -2, ASAP1 inh -14, TDP2 inh -6 and Tn6 DDE FP 1.
`COc1ccc(N(CC(=O)N2CCN(Cc3ccc4c(c3)OCO4)CC2)S(C)(=O)=O)cc1OC` gave PLC-gamma1 inh -1, ADAM10 inh -7, ARFGAP1 inhibitor 19, proKLK7 act -0.4, DDE Tn7 FP inh 2, LEDGF integ inh 1, ADAM17 inh -2, ASAP1 inh 15, TDP2 inh -4 and Tn6 DDE FP -4.
For CS(=O)(=O)c1ccccc1-c1csc(N2CCC(C(N)=O)CC2)n1 the results were PLC-gamma1 inh -27, ADAM10 inh 3, ARFGAP1 inhibitor -3, proKLK7 act -1.0, DDE Tn7 FP inh -7, LEDGF integ inh 0, ADAM17 inh 1, ASAP1 inh 3, TDP2 inh 5 and Tn6 DDE FP -8.
CN(C)S(=O)(=O)c1cccc(NC(=O)COC(=O)c2cccn2C)c1 was read as PLC-gamma1 inh -2, ADAM10 inh -4, ARFGAP1 inhibitor 12, proKLK7 act -0.6, DDE Tn7 FP inh 5, LEDGF integ inh -3, ADAM17 inh -7, ASAP1 inh -11, TDP2 inh 6 and Tn6 DDE FP -2.
`CCCNc1nc(Cl)nc(NC(C)(C)C)n1` gave PLC-gamma1 inh 2, ADAM10 inh -4, ARFGAP1 inhibitor -8, proKLK7 act -0.3, DDE Tn7 FP inh 7, LEDGF integ inh -4, ADAM17 inh -1, ASAP1 inh -11, TDP2 inh -3 and Tn6 DDE FP 2.
`CCCCn1nnnc1C(c1ccccc1)N1CCN(c2ccccn2)CC1` (configuration not stated) gave PLC-gamma1 inh -1, ADAM10 inh -8, ARFGAP1 inhibitor -10, proKLK7 act 0.0, DDE Tn7 FP inh 3, LEDGF integ inh -2, ADAM17 inh -5, ASAP1 inh -4, TDP2 inh 8 and Tn6 DDE FP -4.
COc1ccccc1N1CCN(C(=O)c2ccc(NC(C)=O)cc2)CC1 was read as PLC-gamma1 inh -2, ADAM10 inh 5, ARFGAP1 inhibitor 2, proKLK7 act -0.4, DDE Tn7 FP inh 5, LEDGF integ inh -2, ADAM17 inh -2, ASAP1 inh 1, TDP2 inh -5 and Tn6 DDE FP -9.
For CC(C)(C)C(=O)NC(=S)Nc1sc2c(c1C(N)=O)CCC2 the results were PLC-gamma1 inh 4, ADAM10 inh 5, ARFGAP1 inhibitor -6, proKLK7 act -0.3, DDE Tn7 FP inh 3, LEDGF integ inh 10, ADAM17 inh 7, ASAP1 inh 3, TDP2 inh -15 and Tn6 DDE FP 0.
For COc1cc(/C=C2/C(=O)NN(c3ccccc3)C2=O)cc(Br)c1O the results were PLC-gamma1 inh 5, ADAM10 inh 3, ARFGAP1 inhibitor -4, proKLK7 act 0.6, DDE Tn7 FP inh -6, LEDGF integ inh 6, ADAM17 inh 6, ASAP1 inh 9, TDP2 inh -15 and Tn6 DDE FP -3.
For COCCCOc1ccnc(CS(=O)c2nc3ccccc3[nH]2)c1C (configuration not stated) the results were PLC-gamma1 inh -25, ADAM10 inh -39, ARFGAP1 inhibitor 13, proKLK7 act 0.1, DDE Tn7 FP inh -2, LEDGF integ inh -2, ADAM17 inh -10, ASAP1 inh 10, TDP2 inh -12 and Tn6 DDE FP 2.
COc1ccc(-c2c3c(=O)n(C)c(=O)n(C)c3cn2Cc2cccnc2)cc1 was read as PLC-gamma1 inh 2, ADAM10 inh -4, ARFGAP1 inhibitor 10, proKLK7 act -0.1, DDE Tn7 FP inh 0, LEDGF integ inh -4, ADAM17 inh -2, ASAP1 inh 2, TDP2 inh 6 and Tn6 DDE FP 4.
COc1cc(/C=N/NC(=O)COc2ccc(C)cc2)ccc1OC(=O)c1cccs1 was read as PLC-gamma1 inh 6, ADAM10 inh 18, ARFGAP1 inhibitor 2, proKLK7 act 0.3, DDE Tn7 FP inh -4, LEDGF integ inh -1, ADAM17 inh 7, ASAP1 inh 8, TDP2 inh -10 and Tn6 DDE FP -6.
For O=C(Cn1nnc(-c2ccccc2F)n1)NCc1ccco1 the results were PLC-gamma1 inh -2, ADAM10 inh -7, ARFGAP1 inhibitor 6, proKLK7 act -0.5, DDE Tn7 FP inh 2, LEDGF integ inh -3, ADAM17 inh -5, ASAP1 inh 6, TDP2 inh 5 and Tn6 DDE FP 9.
CCN(C(=O)COC(=O)COc1ccccc1Cl)c1c(N)n(Cc2ccccc2)c(=O)[nH]c1=O was read as PLC-gamma1 inh 0, ADAM10 inh -8, ARFGAP1 inhibitor -7, proKLK7 act 0.1, DDE Tn7 FP inh 1, LEDGF integ inh -2, ADAM17 inh -3, ASAP1 inh -2, TDP2 inh 5 and Tn6 DDE FP 2.
Cc1ccc(S(=O)(=O)N(C)C)cc1NC(=O)C(C)OC(=O)C1CCCC1 (configuration not stated) was read as PLC-gamma1 inh -1, ADAM10 inh -10, ARFGAP1 inhibitor 3, proKLK7 act -0.2, DDE Tn7 FP inh -7, LEDGF integ inh 0, ADAM17 inh -1, ASAP1 inh 14, TDP2 inh 1 and Tn6 DDE FP -2.
O=C(CN1CCN(Cc2ccccc2)CC1)Nc1cccc(Br)c1 was read as PLC-gamma1 inh 1, ADAM10 inh -3, ARFGAP1 inhibitor 17, proKLK7 act 0.2, DDE Tn7 FP inh -4, LEDGF integ inh 2, ADAM17 inh -1, ASAP1 inh -1, TDP2 inh -2 and Tn6 DDE FP -5.
COc1ccccc1OCc1ccc(C(=O)OCC2CCCO2)o1 (configuration not stated) was read as PLC-gamma1 inh 6, ADAM10 inh 6, ARFGAP1 inhibitor -5, proKLK7 act -0.7, DDE Tn7 FP inh -4, LEDGF integ inh 1, ADAM17 inh 6, ASAP1 inh 10, TDP2 inh -8 and Tn6 DDE FP 0.
`CCOC(=O)N1CCN(C(=O)c2ccc(C#CC3(O)CCCCC3)cc2)CC1` gave PLC-gamma1 inh 3, ADAM10 inh -4, ARFGAP1 inhibitor 2, proKLK7 act -0.5, DDE Tn7 FP inh -5, LEDGF integ inh 8, ADAM17 inh -6, ASAP1 inh -4, TDP2 inh 19 and Tn6 DDE FP -4.
`Cc1ccccc1Cn1ccc2ccc(-c3ccc4ccn(Cc5ccccc5)c4c3)cc21` gave PLC-gamma1 inh -66, ADAM10 inh -28, proKLK7 act -1.1, DDE Tn7 FP inh 2, LEDGF integ inh -3, ADAM17 inh -10, TDP2 inh 0 and Tn6 DDE FP 6.
Screening Cc1cc(-c2cc(NC(=O)Cc3c[nH]c4ccccc34)ccc2Nc2cccnc2)ccc1F returned PLC-gamma1 inh 0, ADAM10 inh 5, ARFGAP1 inhibitor 8, proKLK7 act -0.5, DDE Tn7 FP inh 1, LEDGF integ inh -4, ADAM17 inh 1, ASAP1 inh 3, TDP2 inh -2 and Tn6 DDE FP -5.
Cc1ccccc1NC(=O)C1Cc2ccccc2CN1C(=O)c1ccco1 (configuration not stated) was read as PLC-gamma1 inh -7, ADAM10 inh -8, ARFGAP1 inhibitor -1, proKLK7 act -0.1, DDE Tn7 FP inh 5, LEDGF integ inh -1, ADAM17 inh 0, ASAP1 inh 7, TDP2 inh -7 and Tn6 DDE FP -1.
`COc1cccc(-c2cnc3c(NC=O)cc(-c4ccc(N(C)C)cc4)cn23)c1` gave PLC-gamma1 inh -236, ADAM10 inh 0, ARFGAP1 inhibitor 1, proKLK7 act -0.6, DDE Tn7 FP inh 3, LEDGF integ inh 5, ADAM17 inh -3, ASAP1 inh -8, TDP2 inh 5 and Tn6 DDE FP -2.
For Cc1ccc(C)c(N2CCN(C(=O)c3cc(S(=O)(=O)N4CCCC4)cn3C)CC2)c1 the results were PLC-gamma1 inh 4, ADAM10 inh -1, ARFGAP1 inhibitor -4, proKLK7 act 0.7, DDE Tn7 FP inh 5, LEDGF integ inh -2, ADAM17 inh -4, ASAP1 inh -10, TDP2 inh -5 and Tn6 DDE FP 5.

3 records picked at random from the list so far, as already listed:
`O=C(O)C(=O)/C(=C\c1ccc(Cl)cc1)c1ccc2ccccc2n1` gave PLC-gamma1 inh -24, ADAM10 inh -31, ARFGAP1 inhibitor -8, proKLK7 act -3.6, DDE Tn7 FP inh 7, LEDGF integ inh -2, ADAM17 inh -17, ASAP1 inh 0, TDP2 inh 2 and Tn6 DDE FP 5.
For O=C(Cn1nnc(-c2ccccc2F)n1)NCc1ccco1 the results were PLC-gamma1 inh -2, ADAM10 inh -7, ARFGAP1 inhibitor 6, proKLK7 act -0.5, DDE Tn7 FP inh 2, LEDGF integ inh -3, ADAM17 inh -5, ASAP1 inh 6, TDP2 inh 5 and Tn6 DDE FP 9.
O=C(CN1CCN(Cc2ccccc2)CC1)Nc1cccc(Br)c1 was read as PLC-gamma1 inh 1, ADAM10 inh -3, ARFGAP1 inhibitor 17, proKLK7 act 0.2, DDE Tn7 FP inh -4, LEDGF integ inh 2, ADAM17 inh -1, ASAP1 inh -1, TDP2 inh -2 and Tn6 DDE FP -5.
